LGR2 inh = Drosophila LGR2 receptor signaling inhibition; inhibition, % at 9.99 µM; HEK293 LGR2, CRE-luciferase, bursicon-stimulated, 4 h; hit rate 0.35% among 380,000; AID 720647;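 active means drop in luminescence signal, shown as inhibition above about 50% in the replicate tests, limit read from the data, passing the limit was not always enough; inconclusive means probably only some replicates passing the limit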;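 further: agonist challenge used bursicon conditioned medium at about half maximal strength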
PGC1a acetyl inh = lowers PGC1a acetylation signal in U2OS cells; AlphaScreen anti-acetyl-lysine; with virally co-expressed GCN5 acetyltransferase; inhibition, % at 15.6 µM; hit rate 0.17% among 350,000; AID 651687;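 active means every replicate shows inhibition of at least 40%; inconclusive means mean inhibition at least 40% but some replicate below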;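 further: 0% = neutral control wells and 100% = positive control wells; some results beyond the cut were filed as inactive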
Statin myotox sup = suppression of simvastatin myotoxicity; C2C12 myotubes + simvastatin, ATP luminescence, 48 h; scaled: DMSO 0, geranylgeraniol control 100; rescue of ATP level, % at 7.49 µM; hit rate 0.78% among 330,000; AID 602340;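 active means mean ATP rescue above about 67%, or every replicate alone reaching that limit, limit read from the data, passing the limit was not always enough; inconclusive means no clear call, values can overlap the other calls; inactive means mean under the limit and some replicate under it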;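 further: myotubes were challenged with 10 µM simvastatin during compound exposure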
GSIS activator = primary screen for activators of insulin secretion dependent on glucose, INS-1E cells, GLuc reporter luminescence | hit rate 0.61% among 370,000 | activation, % at 16.6 µM | INS-1E GLuc reporter insulin secretion, 2-3 h | AID 743287;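 active means lowest replicate activation of at least 40%, so every replicate reaches that level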;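 further: 0% = median of neutral control wells and 100% = median of IBMX positive control wells; some compounds called inactive have numbers as strong as hits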
PAX8 reporter = lowers PAX8-driven luciferase in RMG-I cells; hit rate 1.2% among 360,000; RMG-I TPO-luciferase reporter, SteadyGlo, 24 h; inhibition, % at 12.6 µM;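 active means mean replicate inhibition at least 60% with every replicate also reaching 60%; inconclusive means only one of the two criteria is met; inactive means mean below 60% and not all replicates reaching 60%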;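 further: luciferase light reporting Pax8 driven TPO promoter activity; plate controls were median of neutral control wells for no effect and mitoxantrone controls for full effect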
PglD inh = PglD (C. jejuni) enzyme inhibition | purified PglD enzyme, DTNB colorimetric CoA detection | inhibition, % at 12.5 µM | hit rate 0.098% among 360,000 | AID 602405; in the data active means inhibition above about 16%, passing the limit was not always enough; inconclusive means no clear call, values can overlap the other calls; further: strong numbers were not always called active
ARNT TACC3 PPI = disrupts binding between human ARNT and TACC3 | Q9Y6A5 | AlphaScreen His-ARNT PAS-B/GST-TACC3 binding, luminescence; TACC3 fragment carries E629A point mutation | inhibition, % at 9.99 µM | hit rate 0.66% among 390,000 | AID 623870;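 active means mean inhibition of replicates at least 50% and at least half of replicates each reaching 50%; inconclusive means half or more replicates reach 50% but mean below 50%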;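 further: 0% = complete ARNT plus TACC3 wells and 100% = ARNT alone without TACC3; many hits fall short of the cut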
Cneo AK release = causes C. neoformans cell lysis; hit rate 0.2% among 360,000; adenylate kinase release luminescence, 4 h; normalised: neutral wells 0, clomiphene wells 100; lysis activity, % at 15 µM; AID 651654;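 active means mean lysis activity across replicates of at least 80%, whatever share of replicates individually reach that level; inactive means mean lysis activity below 80%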
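Material – Cryptococcus neoformans yeast cells · Quantity – 5 × 10^6 yeast cells/mL · Buffer or medium – YPD medium · Compound – single dose · Timing – 4 h static compound exposure, 37 °C, read 1 h post-reagent · Signal – adenylate kinase release luminescence · Read-out basis – lysis from increased AK signal · Benchmarks – Clomiphene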
* marks the source's active call; other numbers are inactive results; ? = inconclusive; . = not tested or not shown. An unsorted share of the library, and some 2.9% of all compounds hit somewhere here.

SMILES	LGR2 inh	PGC1a acetyl inh	Statin myotox sup	GSIS activator	PAX8 reporter	PglD inh	ARNT TACC3 PPI	Cneo AK release
COc1ccccc1N(C)S(=O)(=O)c1ccc(C)c(C(=O)NCc2ccccn2)c1	7	2	-29	-4	-7	4	3	0
CCOC(=O)c1c(C)[nH]c(C(=O)OCC(=O)c2ccccc2)c1C	-60	.	-5	4	-150	.	-3	.
CCOCc1c(C(=O)NC2=Nc3ccccc3NC(CC)=C2C(=O)OCC)oc2ccccc12	39	-10	.	-35	80*	.	-7	.
COc1ccc(OCC(O)CNC(=O)c2sccc2Cl)cc1 (stereo not given)	12	2	.	6	7	.	-8	.
COc1ccc(NC(=O)CC2SC(=Nc3ccccc3)NC2=O)cc1 (stereo not given)	.	-43	4	.	-4	3	-12	0
Cc1ccc(-n2nc(C)c3c2OC(N)=C(C#N)C3c2ccc(F)cc2)cc1 (stereo not given)	.	8	3	5	.	-5	11	9
COCCOC(=O)N1C(=O)[C@@]2(c3ccccc31)[C@H](C(=O)N1CCN(c3ncccn3)CC1)[C@H]1C(=O)O[C@H](c3ccccc3)[C@H](c3ccccc3)N1[C@@H]2c1ccccc1OCCO	.	.	.	.	15	-3	16	53
CCOC(=O)O[C@]1(C(=O)COC(=O)CC)CC[C@H]2[C@@H]3CCC4=CC(=O)C=C[C@]4(C)[C@H]3[C@@H](O)C[C@@]21C	2	2	23	.	-1	6	0	1
O=C1c2ccccc2C(=O)N1CC(O)COc1ccccc1Cl (stereo not given)	-56	.	-4	7	-71	-4	4	-2
COc1ccc(NC(=O)CSc2ccc(-c3sc(C)nc3C)nn2)cc1OC	-2	-1	-4	15	26	-2	2	-2
O=c1[nH]c(N2CCN(Cc3ccccc3)CC2)nc2c1CCC2	6	3	.	11	2	.	16	.
CC(C)(C)c1ccc(S(=O)(=O)N2CCN(CC(=O)N3CC(=O)Nc4ccccc43)CC2)cc1	-3	-5	19	.	10	-2	4	-2
O=C(Nc1ccc(Cl)cc1)C1CC2CCCC(C1)C2=O (stereo not given)	.	14	-2	.	.	-4	-3	-1
Cn1cc(/C=C(\NC(=O)c2ccccc2Cl)C(=O)NCCCn2ccnc2)c2ccccc21	5	.	.	3	1	.	14	.
O=C(CN1CCOC1=O)N1CCCC(N2CCN(c3cccc(C(F)(F)F)c3)CC2)C1 (stereo not given)	10	4	14	8	-50	-5	-1	4
CNC(=O)c1cc2cccc(OC)c2oc1=O	.	4	-5	.	.	4	-5	0
COc1ccc(CC(=O)N(Cc2ccccc2)c2ccc(C)cc2)cc1OC	-1	-7	18	-46	-1	-1	-1	-3
Cc1c2cnn(CC(=O)NCc3ccccn3)c(=O)c2c(C)n1Cc1ccccc1	-3	-7	-6	.	-2	-3	12	0
COc1ccc(C)cc1NC(=O)C1C2C=CC(C2)C1C(=O)O (stereo not given)	.	-7	-1	.	.	-5	-1	-1
Cc1cc2nc(C(C)(C)C)c(Cc3ccccc3)n2c(C)c1Br	.	-5	-11	.	15	-1	.	-1

Looked up by compound from the list above:
SMILES	LGR2 inh	PGC1a acetyl inh	Statin myotox sup	GSIS activator	PAX8 reporter	PglD inh	ARNT TACC3 PPI	Cneo AK release
Cc1ccc(-n2nc(C)c3c2OC(N)=C(C#N)C3c2ccc(F)cc2)cc1 (stereo not given)	.	8	3	5	.	-5	11	9
COCCOC(=O)N1C(=O)[C@@]2(c3ccccc31)[C@H](C(=O)N1CCN(c3ncccn3)CC1)[C@H]1C(=O)O[C@H](c3ccccc3)[C@H](c3ccccc3)N1[C@@H]2c1ccccc1OCCO	.	.	.	.	15	-3	16	53
COc1ccc(CC(=O)N(Cc2ccccc2)c2ccc(C)cc2)cc1OC	-1	-7	18	-46	-1	-1	-1	-3

Next compounds follow.
SMILES	LGR2 inh	PGC1a acetyl inh	Statin myotox sup	GSIS activator	PAX8 reporter	PglD inh	ARNT TACC3 PPI	Cneo AK release
O=C(NCc1cc(F)cc(F)c1)[C@H]1[C@H](CO)[C@H]2Cn3c(cccc3=O)[C@@H]1N2C(=O)c1cnccn1	17	.	0	-2	.	-2	-2	-1
Cc1ccc(S(=O)(=O)N/N=C/c2ccc(O)cc2O)cc1[N+](=O)[O-]	-50	-5	.	10	-32	2	16	0
c1ccc(-c2nc(-c3ccco3)cs2)nc1	.	5	?	.	.	7	1	1
CC(C)[C@H](NC(=O)N1CC(=O)Nc2ccccc21)C(=O)N1CCC[C@H]1C(=O)O	-18	-3	1	5	.	-6	-9	0
COc1ccc(-c2ccc([C@@H]3[C@H]4CN(C(=O)C5CCC5)CC(=O)N4[C@H]3CO)cc2)cc1	-10	0	.	-12	24	.	.	.
N#CCSc1nnc(C2CCCCC2)n1Cc1ccccc1	.	3	7	.	13	-2	-10	-2
O=C1CC(c2ccccc2)CC(O)=C1C=Nc1ccccc1 (stereo not given)	-18	-4	.	10	-5	.	-2	.
Cc1cccc(CCNC(=O)CNS(=O)(=O)c2ccc3nc(C)sc3c2)c1	7	8	6	-3	1	-2	2	0
CCN1CCN(CCCN(Cc2ccco2)C(=S)Nc2ccc(C)c(Cl)c2)CC1	-12	.	.	-19	3	.	7	.
COC(=O)c1ccc(NC(=O)CN(c2ccc(OC)cc2)S(C)(=O)=O)cc1	.	.	.	8	.	1	4	2
COc1ccc(C(=O)N2CCN(c3ccc(NC(=O)Cc4ccccc4)cc3)CC2)cc1	0	.	0	7	16	6	-4	-5
Fc1ccc(F)c(C2=NNC(=Nc3ccccc3F)SC2)c1	8	-2	.	0	10	-2	5	-2
CO[C@@H]1CC[C@@H]2CCN(C)C(=O)[C@H](C)CN(C)C(=O)c3cccc(C#N)c3OC[C@H]1O2	-9	.	-4	12	-6	0	-2	57
Cc1cc(C(=O)OCC(=O)NC2CCCCC2C)c2ccccc2n1 (stereo not given)	-1	2	-3	0	-4	2	-4	-1
O=C(O)COc1ccccc1C=NNC(=O)c1ccc(NS(=O)(=O)c2cccs2)cc1	-7	6	1	-7	-28	-4	-2	1
CC(C)CC#Cc1cnc2c(c1)C(=O)N([C@@H](C)CO)C[C@H](C)[C@@H](CN(C)Cc1ccccn1)O2	-4	-14	26	-8	.	4	9	6
CO[C@@H](CN(C)S(=O)(=O)c1ccc(F)cc1)[C@@H](C)CN(C(=O)Nc1ccccc1F)[C@H](C)CO	-8	0	5	-2	-42	-3	11	19
CCOc1ccc(NC(=O)C2CC(=O)N(C(C)C)C2)cc1 (stereo not given)	.	-6	2	18	.	0	-3	0
O=C(N[C@@H]1CC[C@@H](CCn2cc(-c3ccccc3F)nn2)O[C@H]1CO)c1ccc2c(c1)OCO2	4	0	9	0	-7	10	-3	-12
Cc1nc(Nc2ccc(F)cc2)[nH]c(=O)c1CCC(C)C	.	.	.	.	-26	-1	1	-2

6 compounds already listed, arranged by the number in LGR2 inh, low to high.
molecule | LGR2 inh | PGC1a acetyl inh | GSIS activator | PglD inh | ARNT TACC3 PPI
Cc1ccc(S(=O)(=O)N/N=C/c2ccc(O)cc2O)cc1[N+](=O)[O-] | -50 | -5 | 10 | 2 | 16
COc1ccc(-c2ccc([C@@H]3[C@H]4CN(C(=O)C5CCC5)CC(=O)N4[C@H]3CO)cc2)cc1 | -10 | 0 | -12 | . | .
CO[C@@H](CN(C)S(=O)(=O)c1ccc(F)cc1)[C@@H](C)CN(C(=O)Nc1ccccc1F)[C@H](C)CO | -8 | 0 | -2 | -3 | 11
CC(C)CC#Cc1cnc2c(c1)C(=O)N([C@@H](C)CO)C[C@H](C)[C@@H](CN(C)Cc1ccccn1)O2 | -4 | -14 | -8 | 4 | 9
Fc1ccc(F)c(C2=NNC(=Nc3ccccc3F)SC2)c1 | 8 | -2 | 0 | -2 | 5
O=C(NCc1cc(F)cc(F)c1)[C@H]1[C@H](CO)[C@H]2Cn3c(cccc3=O)[C@@H]1N2C(=O)c1cnccn1 | 17 | . | -2 | -2 | -2

More structures follow.
SMILES	LGR2 inh	PGC1a acetyl inh	Statin myotox sup	GSIS activator	PAX8 reporter	PglD inh	ARNT TACC3 PPI	Cneo AK release
C[C@H](CO)N1C[C@H](C)[C@H](CN(C)Cc2ccc(Cl)c(Cl)c2)Oc2ccc(NC(=O)CCN3CCOCC3)cc2C1=O	7	5	0	0	5	2	11	0
Cc1ccc(-c2nc(SC(C)C(=O)NC3CC3)n[nH]2)cc1 (stereo not given)	8	.	0	-11	-38	-3	.	2
O=C(CCC1CCCC1)Nc1cccc(Cc2ccncc2)c1	19	22	.	-20	27	.	3	.
Cc1ccc(C(C)C)c(OCC(=O)NN=C2CCCC(=O)C2)c1	.	-17	-10	.	11	1	-4	0
Cc1ccc(S(=O)(=O)N2CCc3ccccc3C2)cc1	6	.	21	-6	-2	1	-10	3
CCOC(=O)c1c(NC(=O)COc2ncnc3ccccc23)sc(C)c1C	-7	.	.	-20	8	.	-1	.
COc1ccc([C@@H]2[C@@H]3C(=O)N(C(C)(C)C)C(=O)[C@@H]3[C@]3(C)C(=O)N(c4cccc(Cl)c4)C(=O)N23)cc1	-8	-5	2	-33	-14	-3	-1	1
O=[N+]([O-])c1ccc(Cl)c(S(=O)(=O)Nc2ccc(-c3ccc(N4CCCC4)nn3)cc2)c1	-17	12	-8	0	2	-4	.	0
COC(=O)c1ccccc1NC(=O)N1CCN(c2ccc(F)cc2)CC1	-11	.	8	-6	9	-13	1	1
CCN1[C@@H]2c3ccc(-c4cccc(C(=O)N(C)C)c4)c(=O)n3C[C@@H]2[C@@H](CO)[C@@H]1C(=O)OC	12	.	-14	1	.	0	13	-1
COC(=O)C1=C(C(=O)OC)[C@@H]2N(Cc3ccccc3)c3ccccc3[C@@]23C[C@@H](C(=O)OC)N(C(=O)CC(C)C)C3=N1	16	-2	-11	7	12	0	-3	-1
COc1cc(-c2nnc(SC(C)C(=O)Nc3c(C)n(C)n(-c4ccccc4)c3=O)o2)cc(OC)c1OC (stereo not given)	.	7	-12	.	.	17	-16	4
CN1C(=O)c2cc(NC(=O)C3CCCC3)ccc2OC[C@H]2O[C@@H](CC(=O)NCC3CC3)CC[C@H]21	16	-1	-7	0	2	-2	12	1
CC1(OC(=O)C2CCCC2)C(=O)C=C2C=C(c3ccsc3)N(c3ccccc3)C=C2C1=O (stereo not given)	4	-2	16	-41	-18	-3	2	5
CCCCOc1ccc(C2C(C(=O)c3ccc(C)o3)=C(O)C(=O)N2Cc2ccco2)cc1 (stereo not given)	11	.	-7	12	11	-7	5	-1
O=C(COC(=O)c1nc(Cl)ccc1Cl)c1ccccc1Cl	-6	.	3	6	-17	1	1	0
NC(COCc1ccccc1)c1csc(Nc2ccc(C(=O)NCCO)cc2)n1 (stereo not given)	1	2	-2	11	-3	-4	.	0
CCCC(=O)Nc1ccc2c(c1)C(=O)N(C)[C@H]1CC[C@@H](CC(=O)Nc3ccccc3)O[C@@H]1CO2	-3	6	-9	-4	6	-4	-10	-2
Cc1ccc(OCc2cc(C(=O)NCc3cc(F)ccc3C)no2)cn1	6	-3	13	-10	-21	1	0	8
O=C(NCC[C@@H]1CC[C@H](NS(=O)(=O)c2ccc(Cl)cc2)[C@H](CO)O1)c1ccc2c(c1)OCO2	-2	-1	19	-2	.	1	-1	1
CSc1nc2ccccc2n1CC(=O)Nc1ccccc1	.	-1	9	.	.	-3	-3	-1
Cc1ccc(-n2nc(-c3ccco3)cc2C(=O)O)cc1	-2	2	.	8	8	.	-2	.
